CRFR2-BP antag: antagonists of CRF-binding protein/CRF-R2 receptor complex. HEK293 CRF-R2/CRF-BP, CRF-induced calcium fluorescence. inhibition, % at 11.8 µM. 0.59% of 350,000 active. AID 588475;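 active means inhibition of the ligand-induced calcium signal above about 50% at the single tested concentration, limit read from the data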
CHRM4 antagonist: CHRM4 antagonism in calcium assay. P08173. CHO-hM4 cells, ACh EC80, Fluo-8 calcium fluorescence. inhibition, % at 3 µM. 0.73% of 360,000 active;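 active means inhibition above its plate's cutoff, the mean inhibition of sample wells plus 3 SD, cut at about 27% in these data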;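 further: 0% = acetylcholine EC80 with DMSO and 100% = DMSO without agonist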
CRFR2-BP ag: CRF-BP/CRF-R2 complex agonism | HEK293 CRF-R2/CRF-BP, calcium dye fluorescence (FLIPR); percent of saturating CRF peptide response | activation, % at 13.2 µM | 0.46% of 350,000 active;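 active means activation of at least 50%, plus an integration ratio under a set limit after plate pattern correction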;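 further: plate controls were neutral control wells without compound for no effect and CRF at EC100 for full effect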
M5 antag: antagonists of human muscarinic M5 receptor (CHRM5); P08912; CHO-hM5 cells, Fluo-8 calcium fluorescence, ACh EC80; inhibition, % at 3 µM; 0.59% of 360,000 active; AID 624040;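 active means inhibition above a per-plate cutoff, the mean of that plate's test compounds plus 3 SD, cut at about 27% in these data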;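 further: 0% = acetylcholine EC80 with DMSO and 100% = DMSO without agonist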
Target sequence (P08912 whole entry, looked up): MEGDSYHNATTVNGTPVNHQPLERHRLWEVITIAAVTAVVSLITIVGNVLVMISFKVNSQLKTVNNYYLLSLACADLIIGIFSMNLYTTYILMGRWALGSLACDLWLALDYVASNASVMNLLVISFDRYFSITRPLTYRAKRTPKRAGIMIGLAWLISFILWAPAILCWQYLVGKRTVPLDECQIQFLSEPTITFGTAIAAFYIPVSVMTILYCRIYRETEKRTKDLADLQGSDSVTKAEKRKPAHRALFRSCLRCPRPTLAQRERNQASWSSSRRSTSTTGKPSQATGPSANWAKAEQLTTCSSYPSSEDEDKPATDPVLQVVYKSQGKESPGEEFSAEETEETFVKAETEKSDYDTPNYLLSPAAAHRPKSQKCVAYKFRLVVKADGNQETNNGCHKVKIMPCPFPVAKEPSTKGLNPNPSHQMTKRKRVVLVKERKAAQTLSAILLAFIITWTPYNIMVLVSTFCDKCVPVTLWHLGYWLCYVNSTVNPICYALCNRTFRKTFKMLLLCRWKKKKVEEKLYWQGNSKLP
CHRM4 PAM: positive allosteric modulators of human muscarinic M4 receptor | P08173 | CHO-K1 hM4/Gqi5, Fluo-8 calcium fluorescence, ACh EC20; 0% = ACh EC20, 100% = maximal ACh | activation, % at 3 µM | 0.4% of 360,000 active | AID 624126;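 active means activation above its plate's cutoff, the mean activation of sample wells plus 3 SD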; further: some results filed as inactive read as strong as hits
M5 PAM: potentiates acetylcholine response at human M5 receptor. CHO-K1 hM5, Fluo-8 calcium, ACh EC20 PAM; 0% = ACh EC20, 100% = ACh EC100. activation, % at 3 µM. 0.3% of 360,000 active. AID 624038;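 active means activation above the run cutoff, the mean activation of all test compounds plus 3 SD, cut at about 18% in these data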
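Assay system – human M5 receptor in CHO-K1 cells · Read-out – % activation, ACh-normalized · Technique – Fluo-8 calcium fluorescence · Dosing – single-point, 3 µM nominal · Incubation – Fluo-8 loading 80 min at 37 °C plus 30 min room temperature · Repeats – singlicate, one well per test compound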
M1 PAM: positive allosteric modulators of human M1 muscarinic receptor | CHO-K1 hM1, Fluo-8 calcium fluorescence, ACh EC20; 0% = ACh EC20, 100% = maximal ACh | activation, % at 3 µM | P11229 | 0.088% of 360,000 active; in the data active means activation above about 19%, passing the limit was not always enough
Target sequence (P11229 whole entry, looked up): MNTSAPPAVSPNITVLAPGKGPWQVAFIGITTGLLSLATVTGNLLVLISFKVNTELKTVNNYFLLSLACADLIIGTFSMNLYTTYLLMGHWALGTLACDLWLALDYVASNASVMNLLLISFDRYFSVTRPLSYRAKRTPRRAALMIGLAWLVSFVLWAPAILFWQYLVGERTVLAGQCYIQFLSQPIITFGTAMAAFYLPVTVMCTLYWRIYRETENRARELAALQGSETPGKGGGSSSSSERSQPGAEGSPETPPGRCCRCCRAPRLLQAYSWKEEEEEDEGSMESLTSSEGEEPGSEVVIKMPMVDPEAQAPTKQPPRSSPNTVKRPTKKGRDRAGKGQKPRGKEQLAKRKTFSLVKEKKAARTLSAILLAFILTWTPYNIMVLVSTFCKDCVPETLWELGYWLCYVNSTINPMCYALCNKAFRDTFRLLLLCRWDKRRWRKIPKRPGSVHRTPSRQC
M5 ag: agonists of human muscarinic M5 receptor (CHRM5) | CHO-K1 hM5 cells, Fluo-8 calcium fluorescence; 0% DMSO wells, 100% maximal acetylcholine response | AID 624037 | P08912 | 0.19% of 360,000 active | activation, % at 3 µM;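 active means activation above the run's mean over test compounds plus 3 SD, cut at about 23% in these data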;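 further: signal is peak over basal fluorescence ratio across the kinetic read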
M4 ag: agonists of human muscarinic M4 receptor (CHRM4); P08173; CHO-K1 hM4/Gqi5, Fluo-8 calcium fluorescence; vehicle 0%, full acetylcholine response 100%; activation, % at 3 µM; 0.14% of 360,000 active;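 active means activation above the run mean over all test wells plus 3 SD, cut at about 32% in these data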;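 further: peak over basal fluorescence ratio per well then scaled between controls; 0% = DMSO wells and 100% = acetylcholine at EC100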
An asterisk follows results filed as active; · = not tested or not shown.

SMILES	CRFR2-BP antag	CHRM4 antagonist	CRFR2-BP ag	M5 antag	CHRM4 PAM	M5 PAM	M1 PAM	M5 ag	M4 ag
O=C(O)c1ccc(-n2ccnc2)c([N+](=O)[O-])c1	10	-1	-6.3	6	4	-4	1	2	1
CCc1cc2c(NCCC(=O)O)nc(C)nc2s1	2	0	0.1	1	3	3	9	2	0
CCCn1c(C)cc(C(=O)COC(=O)c2ccc[nH]c2=O)c1C	5	-1	2.8	0	2	0	8	-1	-1
O=C(Nc1cccc(C(=O)O)c1)/C(=C/c1ccc([N+](=O)[O-])cc1)NC(=O)c1ccccc1	6	-3	-2.2	5	6	6	5	-1	0
Cn1ccnc1SCCNC(=O)C1CCC(=O)N(Cc2ccc(Cl)cc2)C1 (stereo not given)	3	2	-1.5	-7	2	5	10	-3	1
COc1cccc(NC(=O)CN(C)S(=O)(=O)c2ccc3[nH]c(=O)oc3c2)c1	-16	-8	1.9	-5	4	9	3	-2	1
C(=N\N1CCN(C2c3ccccc3-c3ccccc32)CC1)/c1cccs1	-35	1	-0.5	-2	10	8	-1	-3	-1
CCCCC1CC2=C(C(=O)OC(C)(C)O2)C(c2ccc(F)cc2)O1 (stereo not given)	·	-1	·	1	-3	5	-11	-8	-4
COc1cc(C(=O)OC(C)C(=O)NC(=O)NC2CCCCC2)ccc1OC(F)F (stereo not given)	-17	0	-0.5	10	-3	-11	-2	-2	6
CCN(C(=O)COC(=O)C12CC3CC(CC(O)(C3)C1)C2)c1c(N)n(Cc2ccccc2)c(=O)[nH]c1=O	3	1	-0.4	-4	-1	6	4	1	0
O=[N+]([O-])c1ccc(Nc2ccccc2)nc1	36	-3	-0.1	5	-1	-10	5	-3	0
COc1cccc(OC)c1C(=O)NNC(=O)c1ccccc1-n1cccc1	3	-27	-1.5	2	12	-2	-6	-2	2
Cc1cc(=O)n2c3ccccc3n(CC(O)CN3CCC(C)CC3)c2c1C#N (stereo not given)	-11	5	1.1	0	2	1	-2	-2	0
CC(C)(C)c1ccc(Cn2nnc3c(=O)[nH]c(C4CCN(C(=O)c5ccco5)CC4)nc32)cc1	-2	-1	0.0	2	2	8	9	1	5
O=C1NN=C2CCCCCCC12 (stereo not given)	13	91*	0.3	24	-12	-34	-29	-6	1
Cc1oc(-c2ccccc2Cl)nc1CS(=O)(=O)CC(=O)N1CCOCC1	32	-11	-4.8	-12	4	4	6	0	3
O=C(CSc1nnnn1-c1cccc(F)c1)Nc1nc2ccccc2s1	2	-12	-0.1	-11	6	1	-3	1	1
CCOc1ccc(C(=O)Nc2cc(Cl)ccc2-n2cncn2)cc1OC	-8	2	0.3	2	1	5	3	-2	3
CN(C)CCOC1c2ccccc2CCc2ccc3ccccc3c21 (stereo not given)	-12	12	-0.4	33*	-12	-30	-24	-17	6
O=C(COC(=O)C12CC3CC(CC(O)(C3)C1)C2)NC(=O)NCc1ccco1	13	-1	0.2	-2	0	1	7	1	1
CCCCc1nc(SCC(=O)Nc2cccc(Cl)c2)n[nH]1	-16	-4	-11	12	4	-3	6	-2	4
COc1ccc(C2=NOC(CNC(N)=S)C2)cc1 (stereo not given)	31	12	2.2	2	-6	-3	8	-1	1
COc1ccc2cc(CN(CC3COCCO3)S(=O)(=O)c3ccc(Cl)cc3)c(=O)[nH]c2c1 (stereo not given)	-20	-5	-0.7	-2	11	6	2	-1	4
COc1ccc(NC(=O)c2cc3ccccc3o2)cc1S(=O)(=O)N1CCCCC1	18	-25	-1.4	11	-3	-24	-5	-3	17
O=C(CSc1nnc(-c2ccccc2)n1-c1ccc(Cl)cc1)N/N=C/c1ccco1	10	-9	0.6	-10	14	4	5	-1	0
Cc1ccc(Cn2cccc2/C=N/NC(=S)Nc2ccc(C)cc2)cc1	-15	-6	0.7	-5	17	4	17	2	0
CCOC(=O)N1CCN(C(=O)C2CCN(C(=O)c3ccccc3C)CC2)CC1	-13	5	4.7	5	-3	2	7	-6	9
COc1ccccc1CNC(=O)c1c(O)c2cc(OC)c(OC)cc2[nH]c1=O	2	-3	-1.6	0	5	5	5	1	1
CCn1c(-c2ccc(F)cc2)n[nH]c1=S	16	-11	0.6	-12	22	4	4	-4	1
CC(=O)NC1CC(C)(C)N(OC(C)=O)C(C)(C)C1	4	4	2.5	-6	9	1	10	-1	2
O=C(CCNC(=O)c1ccco1)NNC(=O)c1ccc(Br)cc1	6	-7	0.1	-4	23*	5	10	-4	1
O=C(C[C@@H]1C/C=C\CCCC(=O)OC[C@@H]2CCCN2C1=O)N[C@H](CO)Cc1ccccc1	-4	-10	-1.0	4	2	-1	7	-1	0
O=c1c2cccnc2[nH]c(=S)n1CCCN1CCN(c2ccccc2F)CC1	-33	-2	-0.2	-6	15	10	6	-6	1
COc1ccccc1CN1CCNC(=O)C1CC(=O)N(C)Cc1cnccn1 (stereo not given)	1	-12	-2.2	-2	4	10	8	6	1
COc1ccc(/C=N/NC(=O)c2ccc(N(C)S(=O)(=O)c3ccccc3)cc2)c(OC)c1	4	-11	1.5	-4	-3	-2	11	0	4
COc1ccccc1NC(=O)CSc1nc(N)c(C#N)cc1C#N	-33	1	7.7	6	-5	-5	2	3	9
COC(=O)c1ccc(N2CCOCC2)c(NC(=O)c2ccc3c(c2)OCO3)c1	-1	0	-1.7	10	0	-2	13	-2	2
CC(=O)c1ccc(NC(=O)CSc2nc3nc(C)cc(C)n3n2)cc1	4	3	-1.5	-2	-3	1	1	4	2
O=S(=O)(c1ccc2ccccc2c1)N1CCN(C2Cc3ccccc3C2)CC1	-32	-7	3.0	-3	-2	-3	-5	-3	-2
O=C(Cn1nnc2ccccc2c1=O)NCCc1ccc(Cl)cc1Cl	-8	-3	-0.2	2	2	0	13	-3	0
Cn1c(CNC(=O)CNC(=O)c2cccc(F)c2)cc(=O)n(C)c1=O	6	-9	-0.5	4	-3	-4	3	0	16
CNC(=O)c1cc(Oc2ccc(NC(=O)c3[nH]c(-c4ccccc4)c4c3C(=O)N(C)C4=O)cc2)ccn1	·	-11	·	-4	23*	7	-2	2	1
CCN(CCn1cccn1)C(=O)CC1C(=O)NCCN1CC1CCCCC1 (stereo not given)	12	-5	-0.1	2	8	13	1	1	1
CC1(C(=O)NS(=O)(=O)c2ccc(Cl)cc2)CCN1C(=O)Cc1ccc(-c2ccccc2)cc1 (stereo not given)	·	3	·	6	-4	-3	4	0	2
COc1ccc(-c2nc3nc(SC)nn3cc2C)cc1F	10	-7	-4.6	-1	-1	2	-1	1	2
Cc1ccc(-c2cn(CCN)c(-c3ccncc3)n2)cc1	-4	-10	-3.2	2	9	5	14	1	0
COC(=O)[C@]12CCCCC=C1N(Cc1ccco1)C(=O)[C@H](CC(=O)NCCc1ccccc1OC)C2	·	0	·	1	-1	-4	·	3	7
Nc1c2c(nc3ccccc13)CCC2	13	3	9.2	-1	-4	-1	5	-2	0
O=C(O)CCC(=O)OCc1c(-c2ccccc2)ncc2ccccc12	1	-4	1.2	14	-1	-2	5	-2	1
CCCn1c2ccccc2c2nnc(SCC(=O)Nc3cc(C)on3)nc21	9	-6	-6.4	-1	11	3	-3	1	0
CC(C)(C)c1ccc(NC(=S)NCc2cccs2)cc1	2	5	0.4	7	-5	-17	-2	-3	3
OC(CNC1CCCC1)COc1ccc(Cl)cc1 (stereo not given)	-12	2	-0.3	10	-3	2	1	-11	3
COc1cc(NC(=O)Cc2ccccc2)ccc1NC(=O)c1ccco1	16	-4	1.3	-6	2	1	11	-4	2
CCOC(=O)CSc1nc2c(c(=O)n(Cc3ccccc3Cl)c(=O)n2C)n1C	11	2	-0.7	4	-3	0	-2	-2	1
COc1cc(C(=O)NCCC(=O)NCCCN2CCCCC2C)cc(OC)c1OC (stereo not given)	-15	-2	2.3	3	0	1	-1	1	0
CC(=O)Nc1ccc2c(c1)Cc1cc(N3C(=O)C=CC3=O)ccc1-2	-40	33*	51*	16	-7	-16	-3	-8	5
CCOc1cc(NC(=S)NCCCN2CCOCC2)c(OCC)cc1NC(=O)c1ccc(OC)cc1	-11	6	0.2	9	-1	-1	-4	-4	2
Nc1ccc(C(=O)O)cc1S(=O)(=O)O	-6	10	0.9	3	-14	5	-7	-1	0
CCCCCCCNC(=O)C1(CC2CC(c3ccccc3)=NO2)CCNCC1 (stereo not given)	-9	6	-0.3	1	15	3	10	-3	2
COc1cccc(-c2cnc3c(c2)C(=O)N([C@H](C)CO)C[C@@H](C)[C@H](CN(C)C(=O)Nc2ccccc2F)O3)c1	14	-6	-0.4	2	1	-1	0	2	1

13 entries from above, bar-delimited:
SMILES | CRFR2-BP antag | CHRM4 antagonist | CRFR2-BP ag | M5 antag | CHRM4 PAM | M5 PAM | M1 PAM | M5 ag | M4 ag
Nc1c2c(nc3ccccc13)CCC2 | 13 | 3 | 9.2 | -1 | -4 | -1 | 5 | -2 | 0
O=C(O)CCC(=O)OCc1c(-c2ccccc2)ncc2ccccc12 | 1 | -4 | 1.2 | 14 | -1 | -2 | 5 | -2 | 1
CCCn1c2ccccc2c2nnc(SCC(=O)Nc3cc(C)on3)nc21 | 9 | -6 | -6.4 | -1 | 11 | 3 | -3 | 1 | 0
CC(C)(C)c1ccc(NC(=S)NCc2cccs2)cc1 | 2 | 5 | 0.4 | 7 | -5 | -17 | -2 | -3 | 3
OC(CNC1CCCC1)COc1ccc(Cl)cc1 (stereo not given) | -12 | 2 | -0.3 | 10 | -3 | 2 | 1 | -11 | 3
COc1cc(NC(=O)Cc2ccccc2)ccc1NC(=O)c1ccco1 | 16 | -4 | 1.3 | -6 | 2 | 1 | 11 | -4 | 2
CCOC(=O)CSc1nc2c(c(=O)n(Cc3ccccc3Cl)c(=O)n2C)n1C | 11 | 2 | -0.7 | 4 | -3 | 0 | -2 | -2 | 1
COc1cc(C(=O)NCCC(=O)NCCCN2CCCCC2C)cc(OC)c1OC (stereo not given) | -15 | -2 | 2.3 | 3 | 0 | 1 | -1 | 1 | 0
CC(=O)Nc1ccc2c(c1)Cc1cc(N3C(=O)C=CC3=O)ccc1-2 | -40 | 33* | 51* | 16 | -7 | -16 | -3 | -8 | 5
CCOc1cc(NC(=S)NCCCN2CCOCC2)c(OCC)cc1NC(=O)c1ccc(OC)cc1 | -11 | 6 | 0.2 | 9 | -1 | -1 | -4 | -4 | 2
Nc1ccc(C(=O)O)cc1S(=O)(=O)O | -6 | 10 | 0.9 | 3 | -14 | 5 | -7 | -1 | 0
CCCCCCCNC(=O)C1(CC2CC(c3ccccc3)=NO2)CCNCC1 (stereo not given) | -9 | 6 | -0.3 | 1 | 15 | 3 | 10 | -3 | 2
COc1cccc(-c2cnc3c(c2)C(=O)N([C@H](C)CO)C[C@@H](C)[C@H](CN(C)C(=O)Nc2ccccc2F)O3)c1 | 14 | -6 | -0.4 | 2 | 1 | -1 | 0 | 2 | 1

From PubChem
